Source: PubChem
FN deposition inh – inhibitors of fibronectin matrix deposition, primary screen, AH1F cells, Alexa488-fibronectin fluorescence, plate reader; AH1F fibroblasts, overnight; inhibition, % at 12.6 µM; 0.086% of 350,000 active;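 active = mean inhibition across replicates of 30% or more, regardless of how many single replicates reach that level; inconclusive = mean under 30% yet at least half of replicates reach 30%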;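 note: positive control wells lacked labelled fibronectin entirely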
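Assay system: AH1F fibroblast monolayer, labelled fibronectin deposition. Amount: 10000 cells per well. Also added: labelled fibronectin 24 nM. Compound: single-point pinned compound. Incubation: cell attachment 1 h, compound and FN exposure overnight. Detection: fluorescence after three HBSS washes, excitation 485 nm, emission 525 nm. Read-out: inhibition of fibronectin deposition signal.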
esBAF inh – Bmi1 luciferase reporter increase in mESCs, primary screen, esBAF inhibitor project, mouse ES cells, Bmi1 luciferase knock-in, single point; AID 602393, 2012; reporter increase, % at 12.5 µM; 24 h; 100% = twice the neutral-well signal; 2% of 350,000 active; in the data active = activation above about 40%; inconclusive = no clear call, values can overlap the other calls;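 note: 0% = median of the plate's neutral control wells and 100% = double that signal; a rise in the Bmi1 reporter signal indicates esBAF inhibition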
Statin myotox sup – suppressors of statin myotoxicity in C2C12 myotubes, primary screen, cell-based, single point, plate reader; C2C12 myotubes + simvastatin, ATP luminescence, 48 h; scaled: DMSO 0, geranylgeraniol control 100; rescue of ATP level, % at 7.49 µM; 0.78% of 330,000 active; AID 602340, 2012;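 active = mean ATP rescue above about 67%, or every replicate alone reaching that limit, limit read from the data, passing the limit was not always enough; inconclusive = no clear call, values can overlap the other calls; inactive = mean under the limit and some replicate under it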;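 note: myotubes were challenged with 10 µM simvastatin during compound exposure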
SIRT5 inh – SIRT5 desuccinylase inhibitors, primary screen, biochemical, fluorescence imaging, single point, set 5; NAD-dependent protein deacylase sirtuin-5, mitochondrial (Homo sapiens), Q9NXA8; Purified SirT5, succinyl-peptide AMC, trypsin-coupled fluorescence; inhibition, % at 15 µM; 1.1% of 330,000 active; AID 652115, 2013; in the data active = inhibition above about 15%; inconclusive = no clear call, values can overlap the other calls
Target sequence (Q9NXA8 whole entry, looked up): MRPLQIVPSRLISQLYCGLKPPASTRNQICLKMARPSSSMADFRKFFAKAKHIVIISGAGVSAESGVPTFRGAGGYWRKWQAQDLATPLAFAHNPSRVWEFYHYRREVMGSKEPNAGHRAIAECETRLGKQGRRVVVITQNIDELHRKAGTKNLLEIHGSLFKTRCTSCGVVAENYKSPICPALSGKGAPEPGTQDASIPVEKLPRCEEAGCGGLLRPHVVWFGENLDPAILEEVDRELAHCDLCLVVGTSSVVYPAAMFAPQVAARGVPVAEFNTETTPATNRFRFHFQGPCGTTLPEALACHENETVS
S100A4 inh HTS – inhibitors of S100A4-myosin IIA peptide binding, primary screen, biochemical, fluorescence polarization, TAMRA-MyoIIA peptide | 0.14% of 360,000 active | Protein S100-A4 (Homo sapiens), P26447 | inhibition, % at 10.7 µM;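 active = mean inhibition of at least 70% across replicates, with every replicate also reaching that level; inconclusive = mean inhibition reaches 70% but some replicates fall short; inactive = mean inhibition below 70%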
Target sequence (P26447 whole entry, looked up): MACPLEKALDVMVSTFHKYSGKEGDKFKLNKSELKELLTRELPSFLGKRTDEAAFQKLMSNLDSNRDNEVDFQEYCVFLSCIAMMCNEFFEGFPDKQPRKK
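System – human S100A4 monomer protein, biochemical binding assay · Buffer or medium – Calcium-containing HEPES buffer, pH 7.2 · Timing – 5 min between mix addition and reading · Also added – TAMRA-labelled myosin IIA heavy-chain peptide probe, 5 nM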
CASP6 VEID inh – human caspase-6 inhibitors, primary screen, biochemical, VEID-R110 fluorescence, single point, set 2. P55212. purified caspase-6, Z-VEID-R110 cleavage fluorescence. inhibition, % at 12.5 µM. 0.53% of 350,000 active. AID 686996, 2013;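 active = mean inhibition across replicates at least about 35%, with every replicate also reaching that limit, limit read from the data; inconclusive = only one of the two criteria met; inactive = neither criterion met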;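 note: 0% = median of neutral control wells and 100% = no fluorescence left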
Target sequence (P55212 24-179 limits assumed): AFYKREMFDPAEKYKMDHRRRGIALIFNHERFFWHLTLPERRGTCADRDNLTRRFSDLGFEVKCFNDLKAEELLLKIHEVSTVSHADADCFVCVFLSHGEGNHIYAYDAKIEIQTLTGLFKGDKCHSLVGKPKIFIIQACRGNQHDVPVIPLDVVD
Target sequence (P55212 194-293 limits assumed): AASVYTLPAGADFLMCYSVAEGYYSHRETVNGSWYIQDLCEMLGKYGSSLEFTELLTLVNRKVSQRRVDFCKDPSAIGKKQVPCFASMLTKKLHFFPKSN
LGR2 inh – inhibitors of bursicon-induced LGR2 CRE-luciferase signal, primary screen, cell-based, HEK293, CRE-luciferase reporter, bursicon stimulation | 0.35% of 380,000 active | bursicon-stimulated, 4 h | inhibition, % at 9.99 µM | Drosophila bursicon receptor LGR2 (rickets) | AID 720647, 2013;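 active = drop in luminescence signal, shown as inhibition above about 50% in the replicate tests, limit read from the data, passing the limit was not always enough; inconclusive = probably only some replicates passing the limit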;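 note: agonist challenge used bursicon conditioned medium at about half maximal strength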
* marks the source's active call; other numbers are inactive results; ? = inconclusive; . = no result given; & = joins results of further samples.

Compound	FN deposition inh	esBAF inh	Statin myotox sup	SIRT5 inh	S100A4 inh HTS	CASP6 VEID inh	LGR2 inh
Cc1ccc(S(=O)(=O)N2CCN(C(=O)C(Cc3ccccc3)NC(=O)c3ccccc3)CC2)cc1 (stereo not given)	5.2	-5.4	-25.5	-2.0	18.5	1.7	1.2
CCN1[C@@H]2c3ccc(-c4cccnc4)c(=O)n3C[C@H]1[C@H](CO)[C@H]2C(=O)NC1CCCCC1	1.3	6.0	2.6	-1.3	1.0	-0.7	-16.8
Nc1[nH]c(C(=O)c2ccccc2)c(-c2ccc(F)cc2)c1C(=O)c1c[nH]c2ccccc12	5.7	.	.	.	7.4	-1.0	-11.5
O=C(CN(C(=O)CCC(=O)Nc1nccs1)c1ccc(F)cc1)NCc1ccccc1	-1.6	-3.5	-4.2	-1.7	1.0	-0.7	-3.3
COc1ccc(C(C)NC(=O)c2ccc(Br)cc2)cc1OC (stereo not given)	3.0	.	.	.	0.9	-1.4	.
Cc1oc(-c2ccccc2F)nc1CS(=O)(=O)CC(=O)NC1CCCC1	-8.9	-12.5	1.1	6.5	3.3	0.4	-11.2
Cc1c(OCC(=O)NC2CCN(Cc3ccccc3)CC2)ccc2c3c(c(=O)oc12)CCC3	3.3	-0.8	-6.9	-1.7	-6.9	-0.5	-6.1
COc1cc(OC)c(C(=O)Nc2ccc(N(C)C)cc2)cc1OC	11.5	38.9	-66.4	.	.	.	.
CC(C)Cc1ccc(CN2CCCC(NC(=O)CCN3CCCCC3=O)C2)cc1 (stereo not given)	1.3	-5.0	6.2	-0.1	0.3	-4.8	-9.8
CCOc1ccccc1OCC(=O)N/N=C(\C)Cc1ccc(OC)cc1	5.6	.	.	-3.2	1.0	-5.6	13.7
Cc1sc(NC(=O)C2=COCCO2)nc1-c1ccc(Br)cc1	.	10.7	-2.4	-2.8	-3.2	2.1	-23.7
C[C@H](CO)N1C[C@H](C)[C@@H](CN(C)CC2CC2)OCCCC[C@H](C)Oc2ccc(NC(=O)NC3CCCCC3)cc2C1=O	.	.	.	.	3.9	-0.2	-12.2
COc1ccc(C(NC(=O)C2CCN(CCOc3ccc(Cl)cc3Cl)CC2)c2ccccn2)cc1 (stereo not given)	9.2	-12.6	-17.6	.	-3.8	-3.1	3.4
O=C(N/N=C1\CC2CC=CC12)c1ccc(Br)cc1 (stereo not given)	-0.3	.	.	-3.3	1.4	18.4	-4.1
CCN(CC(=O)NCc1ccco1)S(=O)(=O)c1ccc(OC)cc1	-3.5	3.2	14.5	-2.7	7.4	-0.1	10.2
COc1ccc(S(=O)(=O)Nc2ccc3c(c2)C(=O)N([C@@H](C)CO)C[C@@H](C)[C@H](CN(C)C)OCCCC[C@H](C)O3)cc1	-4.7	.	.	4.6	0.4	4.6	0.5
CC(=O)N1[C@@H](CO)[C@@H](c2ccccc2)[C@@H]1CN(CC(C)C)C(=O)c1ccccn1	-1.9	2.2	7.0	.	.	.	6.7
CCCOP(=O)(c1ccc(N(C)C)cc1)C(Nc1ccccc1)c1ccc(C)cc1 (stereo not given)	-4.1	.	.	-2.6	-4.3	-0.5	0.8
CC(=O)c1c(C)[nH]c(C2=NNC(=NC(C)(C)C)SC2)c1C	3.6	.	.	-0.9	4.0	1.3	-43.2
Cc1ccc(CNC(=O)CCc2c(C)[nH]c(=O)c(C#N)c2C)cc1	-6.0	-4.3	5.2	2.2	-4.3	5.2	8.5
O=C(C[C@@H]1CC[C@H]2[C@@H](COC[C@@H](O)CN2S(=O)(=O)c2ccc(Cl)cc2)O1)N[C@@H]1CCN(Cc2ccccc2)C1	-0.1	-0.4	-12.7	-5.2	1.8	0.9	-6.7
CCC(=O)N(C1=C(NC)C(=O)c2ccccc2C1=O)C(C)C	-0.1	.	.	0.0	-2.1	71.6*	-5.9
Cc1ccc(-c2nc(CNC(=O)c3ccco3)cs2)cc1	-3.9	24.2	-6.3	-3.8	-4.1	-2.7	-5.6
O=C(COc1ccc(Cl)cc1)NCCc1ccccn1	.	-3.8	4.7	.	-19.5	-4.9	3.5
COc1ccc2c3c([nH]c2c1)[C@H](CO)N(C(=O)NC(C)C)CC31CN(C(=O)c2cccnc2)C1	.	.	.	-4.4	-27.1	-1.1	10.1
CC12CCC(=O)C=C1CCC1C2C(=O)CC2(C)C1CC[C@]2(O)C(=O)CO (stereo not given in full)	9.7	-4.9	-15.5	-2.2	-2.7	5.6	13.5
Cc1[nH]c(C)c(S(=O)(=O)N(Cc2ccccc2)C(C)(C)C)c1C(=O)N1CCCC1	13.2	-0.1	7.4	-1.4	4.5	1.6	-8.5
CCC1C(c2ccccc2)=CCC(C(=O)O)C1C (stereo not given)	-8.8	5.4	1.6	-3.5	-3.3	-3.7	9.1
CC(=O)C1=C(O)C(=O)N(c2ccccn2)C1c1ccc(C)cc1 (stereo not given)	-1.9	-4.7	-9.8	0.0	-5.0	-2.0	-24.2
NC(=O)c1c(NC(=O)Cn2cnc([N+](=O)[O-])n2)sc2c1CCCC2	-8.3	-6.8	0.6	0.0	4.7	1.0	-29.5

(further entries)
Compound	FN deposition inh	esBAF inh	Statin myotox sup	SIRT5 inh	S100A4 inh HTS	CASP6 VEID inh	LGR2 inh
CC1=CC(C)(C)N=C(Nc2ccc(C)cc2)S1	-1.1	46.0*	-5.9	.	.	.	-55.0
Cn1c(CCC(=O)OCC(=O)NCc2ccccc2Cl)nc(=O)c2ccccc21	16.6	.	.	-4.3	-6.3	1.9	-46.3
O=C(C[C@@H]1C[C@H]2c3cc(NC(=O)CC4CC4)ccc3O[C@H]2[C@@H](CO)O1)NCc1ccccc1	-6.8	9.5	6.9	-0.5	6.6	-0.3	-3.0
COc1ccc([C@H]2CC(=O)C=C(c3ccccc3-c3ccccc3)C2)cc1	22.8	-29.1	-1.9	.	1.0	7.1	6.5
Cc1cccc(NNC(=S)Nc2c(C)cccc2C)c1	3.1	4.6	21.9	0.7	-18.4	-0.2	4.1
CC(=O)Nc1ccc(S(=O)(=O)N(C)CC(=O)N(C)Cc2sccc2C)cc1	1.6	-1.1	0.3	-7.9	-22.8	1.6	-8.4
CCCC#Cc1ccc([C@@H]2[C@H]3CN(C(=O)NC4CCCC4)CCCCN3[C@H]2CO)cc1	.	-7.0	-17.1	0.7	-3.0	1.2	15.3
Cc1ccccc1OCCC(=O)Nc1ccc(F)c(Cl)c1	8.4	3.7	1.1	-5.9	1.7	2.4	1.1
c1ccc(CCNc2ccc3nncn3n2)cc1	-2.1	-2.6	-12.4	-3.2	0.1	-1.5	6.9
COc1ccc(C(=O)N2CCN(c3nnnn3-c3ccccc3)CC2)cc1OC	-0.1	-1.6	-2.7	.	.	.	.
COc1ccc(NCc2cc3cc(OC)ccc3[nH]c2=O)cc1	.	22.9	3.5	0.1	-3.8	5.7	.
CC1(C)c2ccccc2N2CC(=O)N[C@@]21/C=C/C=C/c1ccccc1	-9.0	.	.	-4.8	-4.5	-3.2	3.9
C[C@@H]1CCCCO[C@H](CN(C)S(=O)(=O)c2ccc(Cl)cc2)[C@@H](C)CN([C@H](C)CO)C(=O)c2cc(NC(=O)CCCN(C)C)ccc2O1	.	1.5	13.3	-4.1	0.2	-12.0	7.0
COc1ccc(C(=O)C2CCCN(Cc3cc(Cl)ccc3O)C2)c(OC)c1 (stereo not given)	-5.4	-4.6	-24.6	-0.1	-7.1	-1.2	13.7
C[C@H](CO)N1C[C@H](C)[C@@H](CN(C)C(=O)NC2CCCCC2)Oc2ncc(Br)cc2C1=O	0.8&0.3	4.3&9.1	1.9&61.2	-7.1&-3.2	1.4&6.7	-0.3&4.4	-3.4&-16.0
O=C(Nc1cccc(O)c1)c1cccc(S(=O)(=O)N2CCCC2)c1	.	18.8	-20.4	.	.	.	13.8
O=C(O)C[C@@H]1CC[C@@H](NC(=O)c2ccncc2)[C@H](CO)O1	-3.0	-0.1	1.4	-1.2	6.8	-0.5	20.8
COc1cc(/C=N/NC(=O)c2cc(-c3ccccc3C)nc3ccccc23)cc(OC)c1O	-7.4	-2.1	-10.8	-4.1	-29.7	1.0	16.8
Cc1ccnc(SCc2cc(=O)c(OC(=O)c3cc([N+](=O)[O-])ccc3Cl)co2)n1	1.0	.	.	0.0	-4.1	-0.7	2.1
CC(=O)Nc1ccc(-n2c(C)ccc2-c2ccccc2)cc1	2.7	3.4	2.7	-2.3	-2.6	-1.7	-30.1
CN(C(=O)CSc1n[nH]c(N)n1)C1CCCCC1	-1.0	-2.2	-4.1	-2.7	-2.9	0.3	-0.1
Cc1ccc(NC(=O)CSc2nc(O)c(Cc3ccccc3)c(=O)n2-c2ccccc2)cc1	-5.2	24.6*	.	-2.5	-12.2	-0.8	1.6
CCOC(=O)Cc1c(-c2cccc(Br)c2)nc2c3ccccc3ccn12	-29.8	.	.	8.8	4.2	2.3	-16.2
Cc1ccc(S(=O)(=O)N(C)C[C@@H]2Oc3ncc(C#Cc4ccc(C(F)(F)F)cc4)cc3C(=O)N([C@H](C)CO)C[C@@H]2C)cc1	.	-1.1	46.2	24.8*	3.7	3.4	10.5
O=C1CCN(Cc2ccccc2)C=C1c1ccc(Cl)cc1	9.5	19.5	5.2	5.5	0.7	-1.1	-3.8
Fc1ccc(-c2ccc(CNCc3ccccn3)o2)cc1	7.9	?	-9.1	-2.2	-4.7	-0.7	-7.6
C[C@H]1CN([C@@H](C)CO)C(=O)c2cc(NC(=O)Cc3cn(C)c4ccccc34)ccc2O[C@@H]1CN(C)Cc1ccc(Oc2ccccc2)cc1	.	-0.7	.	2.8	-0.1	3.3	-17.5
COC(=O)C1CCN(C2CN(Cc3ccc(C)cc3)S(=O)(=O)C2)CC1 (stereo not given)	12.8	0.2	0.5	-0.9	-0.6	-2.4	13.2
COc1ccc(NC(=O)CSCC(=O)Nc2cccc(S(=O)(=O)N3CCCCCC3)c2)cc1	-4.9	-8.8	-9.5	-0.3	-1.3	2.4	9.9
CCC1CCCCN1C(=O)CCc1nnc(Cc2cc(OC)ccc2OC)o1 (stereo not given)	0.1	17.7	10.9	10.0	-0.6	-1.9	-15.1

(list continues)
Compound	FN deposition inh	esBAF inh	Statin myotox sup	SIRT5 inh	S100A4 inh HTS	CASP6 VEID inh	LGR2 inh
CO[C@H]1CN(C)C(=O)c2ccc(NS(C)(=O)=O)cc2OC[C@@H](C)N(C)C[C@@H]1C	0.5	-1.5	9.1	-1.3	-7.1	-2.3	14.2
CC(C)N(Cc1ccccc1)C(=O)CN1C(=O)NC(Cc2ccccc2)(c2ccccc2)C1=O (stereo not given)	5.0	.	.	-4.0	-0.8	-2.3	12.7
N#CCCn1nc2c(c1N)CCC2	3.0	.	.	2.6	-5.8	-0.8	10.5
COc1ccccc1-c1c(NC(=O)c2ccco2)n(C)c2ccccc2c1=O	-18.7	.	.	1.3	-0.6	2.5	-7.1

Complete entries as entered above. Order of screens: FN deposition inh	esBAF inh	Statin myotox sup	SIRT5 inh	S100A4 inh HTS	CASP6 VEID inh	LGR2 inh
Cc1ccc(-c2nc(CNC(=O)c3ccco3)cs2)cc1 is entered as -3.9	24.2	-6.3	-3.8	-4.1	-2.7	-5.6
C[C@H](CO)N1C[C@H](C)[C@@H](CN(C)CC2CC2)OCCCC[C@H](C)Oc2ccc(NC(=O)NC3CCCCC3)cc2C1=O is entered as .	.	.	.	3.9	-0.2	-12.2

These rows are one share of the data; rates above refer to the full screens.
